# Tau fibril ThT: inhibitors of human tau fibril formation, thioflavin T binding | P10636 | recombinant tau K18 P301L, heparin-induced fibrillization, ThT fluorescence | Potency, µM (highest dose often 57.4 µM), for inactives: at the top dose activity, negative = inhibition, usual class: inhibitors | 2.1% of 270,000 active; also: % is scaled to controls: 0 for no effect and ±100 for the full control effect; nearly all actives have a fitted effect of over 55% in size
# Target sequence (P10636 561-689 P618L limits assumed): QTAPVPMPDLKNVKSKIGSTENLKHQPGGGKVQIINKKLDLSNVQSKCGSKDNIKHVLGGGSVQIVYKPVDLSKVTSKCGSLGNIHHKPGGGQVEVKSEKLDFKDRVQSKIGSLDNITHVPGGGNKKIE
#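 Heparin-induced (20 uM) aggregation of recombinant human K18 P301L tau, 15 uM unlabeled with 0.24 uM labeled, pH 7 acetate buffer, 6 hr at 37 C with compound. Fibrils quantified by 30 uM ThT fluorescence after 1 hr ambient incubation.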
# HTT ATP protect: protects HTT-Q103 PC12 cells, measured by ATP; 0.14% of 230,000 active; PC12 HTT-Q103 induced, cytoprotection, ATP luminescence, 40 h; Potency, µM (series often up to 56.4 µM), for inactives: cytoprotection (ATP increase), hits mostly activators;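 also: % of control where 0% means no effect; nearly all actives have a fitted effect of over 45% in size; toxic huntingtin expression switched on by the ecdysone agonist tebufenozide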
#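 Cells were plated at 1500 per well in phenol red-free DMEM with 5% equine and 5% calf serum. Tebufenozide (100 nM final) and compounds were added, then ATPlite reagent, and luminescence was read.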
# aGlu spleen mod: lysosomal alpha-glucosidase (human) modulation | P10253 | human spleen homogenate, 4-MU-alpha-glucoside fluorescence | Potency, µM (titrated, usually from 79.9 µM), inactives show top-dose activity change, negative = inhibition, actives largely listed as inhibitors | 0.006% of 240,000 active;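 also: 0% = enzyme with vehicle and -100% = no enzyme basal signal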
#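 Human spleen homogenate (1 ug) incubated with compounds and 1 mM 4-methylumbelliferyl-alpha-D-glucopyranoside in pH 5.0 citrate/phosphate buffer, 37 C, 40 min. Stopped at pH 10; 4-MU fluorescence (Ex 365/Em 440 nm); AC50 by Hill fit.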
# GLA spleen mod: inhibitors or activators of human alpha-galactosidase in spleen homogenate | P06280 | human spleen homogenate, 4MU-alpha-Gal fluorescence, 40 min | Potency, µM (doses to about 80 µM), without a hit: at the highest dose activity change, negative = inhibition, usual class: inhibitors | 0.008% of 240,000 active;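 also: 0% = enzyme with vehicle and -100% = no enzyme basal signal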
# Target sequence (P06280 32-429 limits assumed): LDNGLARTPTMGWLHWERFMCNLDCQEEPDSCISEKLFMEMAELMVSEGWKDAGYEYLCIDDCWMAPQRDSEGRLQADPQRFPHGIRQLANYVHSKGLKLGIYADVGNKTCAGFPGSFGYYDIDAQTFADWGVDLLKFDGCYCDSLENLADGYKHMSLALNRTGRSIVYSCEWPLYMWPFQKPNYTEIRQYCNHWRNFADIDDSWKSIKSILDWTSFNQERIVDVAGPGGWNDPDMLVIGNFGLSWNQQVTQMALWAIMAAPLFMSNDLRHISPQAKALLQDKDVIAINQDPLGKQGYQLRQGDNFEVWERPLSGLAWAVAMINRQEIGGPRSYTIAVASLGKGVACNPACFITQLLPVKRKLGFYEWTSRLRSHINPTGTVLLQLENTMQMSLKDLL
#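 Human spleen homogenate (1 ug) was the enzyme source, with 4-methylumbelliferyl-alpha-D-galactopyranoside (1 mM final) in pH 5.0 citrate buffer with 0.01% Tween-20. Compounds were titrated; after 40 min at 37C, NaOH/glycine stop, 4-MU fluorescence read; AC50 from Hill fits.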
# Tau fluor counter: counter-screen for tau fibril formation inhibitors; tau K18 P301L Alexa594 fluorescence, heparin fibrillization; Potency, µM (top dose mostly 57.7 µM), without a hit: at the top dose activity change, negative = decrease; 0.93% of 280,000 active; AID 1463; also: % is scaled to controls: 0 for no effect and ±100 for the full control effect; nearly all actives have a fitted effect of over 55% in size
#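 Human tau K18 P301L (15 uM unlabeled, 0.24 uM Alexa 594-labeled) in 100 mM sodium acetate pH 7 with 20 uM heparin, 6 hr at 37 C. ThT 30 uM added, 1 hr ambient; Alexa 594 FP and total fluorescence read at 555/632 nm.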
# GAA glycogen mod: alters human alpha-glucosidase cleavage of glycogen; AID 2100; 0.38% of 300,000 active; P10253; recombinant GAA, glycogen substrate, Amplex Red glucose oxidase fluorescence; Potency, µM (top dose mostly 76.4 µM), inactives show at the top dose activity change, negative = inhibition, hits mostly inhibitors;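 also: 0% = full enzyme reaction and -100% = no-enzyme basal signal; the screen sought inhibitors and activators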
#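 Natural-substrate format: glycogen cleavage by 4 nM human enzyme, glucose read by Amplex Red coupling (Ex 573, Em 610 nm). Normalized to enzyme and no-enzyme controls.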
# GAA inh: alpha-glucosidase (human) inhibition. P10253. purified human GAA, 4-MU-alpha-glucoside fluorescence. Potency, µM (highest dose often 76.9 µM), for the others: top-dose activity change, negative = inhibition, most hits filed as inhibitors. 0.005% of 200,000 active. AID 1466;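 also: plate controls were uninhibited enzyme wells for no effect and no-enzyme background for full effect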
#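 Compounds are titrated up to 77 uM against 4 nM human enzyme. Substrate 4-methylumbelliferyl-alpha-D-pyranoside (400 uM) reacts 20 min at room temperature in pH 5.0 buffer; liberated 4-methylumbelliferone is read at 440 nm.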
# Tau fibril FP: tau fibrillization inhibition (FP); Potency, µM (doses to about 57.7 µM), for inactives: at the top dose activity, negative = inhibition, actives largely listed as inhibitors; 0.39% of 280,000 active; P10636; K18 P301L tau heparin fibrillization, Alexa594 FP, 6 h; also: % is scaled to controls: 0 for no effect and ±100 for the full control effect; nearly all actives have a fitted effect of over 55% in size
#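 Recombinant K18 P301L […], labeled with Alexa 594 at 0.24 uM over 15 uM unlabeled; heparin inducer 20 uM final; 37 C, 6 hr; FP endpoint.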
# * hit, by the source's call; ? = inconclusive; . = no result given; [ ] = another dose, or the depositor's remark. Calls follow the shape of the dose curve; as a rule, active = well fitted curve in the direction sought with a large enough effect; inconclusive = small, poorly fitted or top-dose-only effect, or another doubt; inactive = no such curve, though single readings can be large; an effect the other way counts as inactive or inconclusive. Potency is read from the fitted curve at half-maximal effect. Rows were taken by chance; overall some 3.3% were active at least once.
# Second line of a record – Tau fibril ThT	HTT ATP protect	aGlu spleen mod	GLA spleen mod	Tau fluor counter	GAA glycogen mod	GAA inh	Tau fibril FP
1) CC(C)(C)[C@H]1C=C(C(=O)N2CCN(Cc3ccc4c(c3)OCO4)CC2)O[C@@H](OCCCCO)C1
    -1%	4%[10 µM]	1%	-1%	4%	-4%	.	0%
2) Cc1nc(CSc2nc3[nH]ncc3c(=O)n2-c2ccccc2)cs1
    -6%	-3%	7%	3%	0%	-4%	2%	0%
3) Cc1ccc(NC(=O)CN(C)C(=O)CCC(=O)c2cccs2)cc1
    -2%	0%[10 µM]	-6%	-10%	0%	-1%	-3%	8%
4) CCOc1ccc(CN(C)C(C)C(=O)Nc2ccc([N+](=O)[O-])cc2Cl)cc1OC (stereo not drawn)
    -13%	3%[10 µM]	-4%	-1%	-28%	11%	-4%	8%
5) CCCS(=O)(=O)N1CC(=O)N(c2ccccc2F)C(C)(C(=O)NC2CCCCCC2)C1 (stereo not drawn)
    -1%	.	.	.	-10%	18%[76.3 µM]	.	-4%
6) O=C(COC(=O)Cc1cccs1)Nc1ccccc1
    -5%	-3%	3%	-15%	1%	-3%	3%	4%
7) CCCCCOc1ccc(N2C(=O)CC(N(O)c3ccccc3)C2=O)cc1 (stereo not drawn)
    ?	-27%	-3%	-7%	-13%	?	-3%	-1%
8) COCCCn1c(SCC(=O)NC(C)C)nnc1-c1ccccc1
    11%	-19%	0%	8%	7%	-12%	-1%	-1%
9) O=C(Nc1cccc2nsnc12)c1ccc(-c2cccc(Cl)c2)o1
    ?	-45%[inhibitor]	3%	6%	-18%	8%	3%	-1%
10) COc1cc(C)c(S(=O)(=O)NC2CC(C)(C)NC(C)(C)C2)cc1C
    -12%	-10%[10 µM]	-13%	-14%	-4%	-8%	-9%	-3%
11) CCO[C@H]1OC(C(=O)Nc2ccccc2)=C[C@@H](C2CC2)[C@@H]1CCCO
    -10%	-5%[10 µM]	3%	5%	-15%	5%	.	-6%
12) CCNC(=O)c1cc2c(=O)n3cccc(C)c3nc2n(CCc2ccccc2)c1=N
    8%	2%[1.9 µM]	-2%	4%	3%	-2%	?	11%
13) Cn1c(CN2CCCCC2)c(C#N)c2ccccc21
    -2%	-15%	2%	5%	-4%	0%	-9%	-5%
14) O=C1OC(c2ccccc2)/C(=C(/O)c2ccccc2)C1=O (stereo not drawn)
    -4%	?	-13%	0%	3%	9%	-4%	8%
15) CC(C)CCn1c(SCCc2ccccc2)nc2c1c(=O)[nH]c(=O)n2C
    -19%	-21%	3%	11%	-8%	3%	-1%	10%
16) O=C(NCCN1CCN(c2ccccc2)CC1)c1cccn2c(=O)c3ccccc3nc12
    -9%	-2%[10 µM]	-2%	-2%	-6%	15%	-7%	3%
17) CN(CCC1CCCCO1)C(=O)CCc1nnc(CCCCc2ccccc2)o1 (stereo not drawn)
    -6%	-1%[10 µM]	8%	4%	5%	26%	13%	11%
18) CCOc1ccccc1NC(=O)Cn1nnc2sc(-c3ccccc3)cc2c1=O
    ?	.	.	.	?	-5%[76.3 µM]	.	-1%
19) CC[C@H]1C2=C3C(CC[C@H]4C(OCc5ccc(F)cc5C(F)(F)F)OC[C@](C)([C@@H]34)N(C(=O)OC(C)(C)C)C2)C(COC)C1COC (stereo partly drawn)
    -4%	-4%	-17%	-12%	-15%	.	.	-9%
20) O=C(Cc1ccc([N+](=O)[O-])cc1)NCc1ccccc1Cl
    5%	-34%[0.074 µM]	3%	1%	0%	6%	-1%	1%
21) C=CCc1ccccc1OCCNCCCOC
    1%	-4%[0.074 µM]	4%	-1%	4%	9%	-3%	6%
22) Cn1c(CNC(=O)Nc2cccc(Cl)c2)nnc1SCc1ccccc1
    0%	-20%	1%	-1%	?	-2%	-12%	?
23) Cc1ccccc1Cc1c(C)nc2c(C(=O)NCc3ccco3)cnn2c1C
    ?	-18%[0.074 µM]	3%	4%	-6%	-8%	-3%	3%
24) Cc1cc(C(F)(F)F)n2nc(C(=O)O)c(Cl)c2n1
    0%	7%	-5%	3%	-3%	3%	1%	-10%
25) CCc1nc2sc(C(=O)O)c(N)c2c2c1CCCC2
    -2%	24%[10 µM]	7%	5%	-3%	-3%	8%[15.4 µM]	-1%
26) O=[N+]([O-])c1c(C(Cl)Cl)nn(-c2ccccc2)c1N1CCCC1
    ?	12%	-7%	-1%	-21%	-10%	-6%	1%
27) COC(=O)[C@@]1(Cc2ccccc2)[C@H]2c3cc(C(=O)N(C)C)n(Cc4ccc(S(C)(=O)=O)cc4)c3C[C@H]2CN1C(=O)c1ccccc1
    ?	-33%[inhibitor]	0%	7%	-5%	.	.	10%
28) CSC(=S)N/N=C/c1ccc(Br)cc1
    ?	3%[10 µM]	?	2%	?	-10%	?	?
29) CC(C)OC(=O)C(C#N)c1nc2ccccc2nc1N1CCN(Cc2ccc3c(c2)OCO3)CC1 (stereo not drawn)
    -3%	-15%	0%	-2%	2%	2%	0%	-1%
30) COC(=O)C(CCCCNC(=O)c1ccc([N+](=O)[O-])cc1)NC(=O)c1ccc([N+](=O)[O-])cc1 (stereo not drawn)
    ?	.	-1%	-3%	-19%	3%	2%	8%

# Some of these compounds in order of count of non-hydrogen atoms, falling:
# Second line of a record – Tau fibril ThT	HTT ATP protect	aGlu spleen mod	GLA spleen mod	Tau fluor counter	GAA glycogen mod	GAA inh	Tau fibril FP
4) CCOc1ccc(CN(C)C(C)C(=O)Nc2ccc([N+](=O)[O-])cc2Cl)cc1OC (stereo not drawn)
    -13%	3%[10 µM]	-4%	-1%	-28%	11%	-4%	8%
7) CCCCCOc1ccc(N2C(=O)CC(N(O)c3ccccc3)C2=O)cc1 (stereo not drawn)
    ?	-27%	-3%	-7%	-13%	?	-3%	-1%
13) Cn1c(CN2CCCCC2)c(C#N)c2ccccc21
    -2%	-15%	2%	5%	-4%	0%	-9%	-5%
21) C=CCc1ccccc1OCCNCCCOC
    1%	-4%[0.074 µM]	4%	-1%	4%	9%	-3%	6%

# Following part:
# Second line of a record – Tau fibril ThT	HTT ATP protect	aGlu spleen mod	GLA spleen mod	Tau fluor counter	GAA glycogen mod	GAA inh	Tau fibril FP
31) CCn1c(SCc2ccc(F)cc2)nc2c(c1=O)SCC2
    -8%	.	-1%	2%	-7%	-12%	-2%	0%
32) O=C(c1nc2ccccc2s1)N1CCN(c2ccccn2)CC1
    -13%	-22%	-1%	-5%	-6%	-10%	-10%	-3%
33) CC(C)(C)C1CCC(=NNC(=O)C(=O)NC2CCCCC2)CC1 (stereo not drawn)
    -1%	-13%[10 µM]	-25%	-4%	-1%	6%	-1%	11%
34) NC(=O)Cn1cc(C(=O)COc2ccccc2)c2ccccc21
    4%	.	3%	-8%	6%	18%	5%	-3%
35) COC(=O)COc1cc(OCC(=O)OC)c2c(C)c(Cl)c(=O)oc2c1
    2%	.	1%	3%	0%	2%	?	-2%
36) C=CCn1cc(C(=O)NCCOC)c(=O)c2cc(S(=O)(=O)N(CC)CC)ccc21
    2%	14%[10 µM]	-19%	2%	7%	0%	-5%	1%
37) C/C(=C\CO)CCC(C)CCCC(C)CCCC(C)C (stereo not drawn)
    -6%	.	-1%	7%	0%	.	.	-6%
38) c1ccc(-c2nnc(SCc3nc4ccccc4[nH]3)n2Cc2ccco2)nc1
    -9%	8%	-7%	0%	-4%	10%	-1%	3%
39) Cc1oc2c(c1C(=O)NCc1cc(C(=O)O)co1)CCCC2
    -1%	-22%[0.074 µM]	-4%	-10%	2%	7%	?	-3%
40) COC(=O)Nc1cc(C)n(-c2ccccc2)n1
    -8%	13%[10 µM]	-4%	1%	-12%	9%	-4%	0%
41) C=CCc1ccccc1OCc1nc2ccc(C)cc2[nH]1
    ?	.	.	.	-19%	-4%[76.3 µM]	.	-16%
42) COc1cccc(-c2nn(C)c3sc(C(=O)N4CCOCC4)cc23)c1
    -1%	-2%	-2%	-9%	-5%	-1%	-9%[15.4 µM]	-2%
43) O=C(c1ccc(Cl)s1)N1CCOCC1
    3%	-28%[0.074 µM]	0%	0%	3%	3%	-1%	-3%
44) O=C(c1cc2ccccc2oc1=O)N(Cc1ccco1)C1CCS(=O)(=O)C1 (stereo not drawn)
    -18%	0%	-3%	1%	-4%	4%	-9%	4%
45) Cn1c(C(=O)O)c(CC(=O)N2CCC(Cc3ccccc3)CC2)c2ccccc21
    ?	.	0%	-7%	-10%	2%	-2%	4%
46) O=C1CC(c2ccco2)CC(O)=C1C=Nc1cc(Cl)cc(Cl)c1 (stereo not drawn)
    ?	-35%	-6%	-6%	-21%	1%	6%	?
47) COCCCNC(=S)Nc1cccc(S(=O)(=O)NC2=NCCC2)c1
    5%	-42%[inhibitor]	-1%	-4%	11%	7%	6%	4%
48) CSc1ccccc1NC(=O)COc1ccccc1Cl
    -18%	-13%	-2%	-5%	-20%	-2%	1%	-3%
49) CCOCCCNC(=O)C(c1ccc(C)cc1)N(Cc1ccc2c(c1)OCO2)C(=O)c1ccccc1O (stereo not drawn)
    -12%	.	.	.	-8%	-12%[76.3 µM]	.	1%
50) Cc1c(/C=N\NC(=O)C2COc3ccccc3O2)c2ccccc2n1C (stereo not drawn)
    ?	-67%[inhibitor][10 µM]	-9%	2%	?	-6%	0%	11%
51) N=c1c(C(=O)NCc2ccco2)cc2c(=O)n3ccccc3nc2n1Cc1ccc(Cl)cc1
    -10%	-58%[inhibitor]	3%	-3%	-25%	11%	-19%	4%
52) CCOc1ccc(NS(=O)(=O)c2ccc(SC)cc2)cc1
    -7%	12%[10 µM]	3%	6%	-25%	1%	-10%	-1%
53) Cc1cccc(NC(=O)Nc2ccccn2)c1C
    ?	-10%[10 µM]	6%	0%	-8%	5%	.	-5%

# Full records as entered above:
# CCn1c(SCc2ccc(F)cc2)nc2c(c1=O)SCC2 as listed: Tau fibril ThT = -8%; HTT ATP protect = .; aGlu spleen mod = -1%; GLA spleen mod = 2%; Tau fluor counter = -7%; GAA glycogen mod = -12%; GAA inh = -2%; Tau fibril FP = 0%
# C/C(=C\CO)CCC(C)CCCC(C)CCCC(C)C (stereo not drawn) as listed: Tau fibril ThT = -6%; HTT ATP protect = .; aGlu spleen mod = -1%; GLA spleen mod = 7%; Tau fluor counter = 0%; GAA glycogen mod = .; GAA inh = .; Tau fibril FP = -6%

# Bioassay records as filed in PubChem BioAssay.
